Screens (PubChem BioAssay)
DNMT1 block: DNMT1 (human) enzyme inhibition; P26358; DNMT1 molecular beacon, Hinp1I cleavage, fluorescence; inhibition (reported as % activation of signal), % at 10 µM; 360,000 tested, 0.83% active; in the data active = inhibition above about 50%
Target sequence (P26358 504-1616 limits assumed): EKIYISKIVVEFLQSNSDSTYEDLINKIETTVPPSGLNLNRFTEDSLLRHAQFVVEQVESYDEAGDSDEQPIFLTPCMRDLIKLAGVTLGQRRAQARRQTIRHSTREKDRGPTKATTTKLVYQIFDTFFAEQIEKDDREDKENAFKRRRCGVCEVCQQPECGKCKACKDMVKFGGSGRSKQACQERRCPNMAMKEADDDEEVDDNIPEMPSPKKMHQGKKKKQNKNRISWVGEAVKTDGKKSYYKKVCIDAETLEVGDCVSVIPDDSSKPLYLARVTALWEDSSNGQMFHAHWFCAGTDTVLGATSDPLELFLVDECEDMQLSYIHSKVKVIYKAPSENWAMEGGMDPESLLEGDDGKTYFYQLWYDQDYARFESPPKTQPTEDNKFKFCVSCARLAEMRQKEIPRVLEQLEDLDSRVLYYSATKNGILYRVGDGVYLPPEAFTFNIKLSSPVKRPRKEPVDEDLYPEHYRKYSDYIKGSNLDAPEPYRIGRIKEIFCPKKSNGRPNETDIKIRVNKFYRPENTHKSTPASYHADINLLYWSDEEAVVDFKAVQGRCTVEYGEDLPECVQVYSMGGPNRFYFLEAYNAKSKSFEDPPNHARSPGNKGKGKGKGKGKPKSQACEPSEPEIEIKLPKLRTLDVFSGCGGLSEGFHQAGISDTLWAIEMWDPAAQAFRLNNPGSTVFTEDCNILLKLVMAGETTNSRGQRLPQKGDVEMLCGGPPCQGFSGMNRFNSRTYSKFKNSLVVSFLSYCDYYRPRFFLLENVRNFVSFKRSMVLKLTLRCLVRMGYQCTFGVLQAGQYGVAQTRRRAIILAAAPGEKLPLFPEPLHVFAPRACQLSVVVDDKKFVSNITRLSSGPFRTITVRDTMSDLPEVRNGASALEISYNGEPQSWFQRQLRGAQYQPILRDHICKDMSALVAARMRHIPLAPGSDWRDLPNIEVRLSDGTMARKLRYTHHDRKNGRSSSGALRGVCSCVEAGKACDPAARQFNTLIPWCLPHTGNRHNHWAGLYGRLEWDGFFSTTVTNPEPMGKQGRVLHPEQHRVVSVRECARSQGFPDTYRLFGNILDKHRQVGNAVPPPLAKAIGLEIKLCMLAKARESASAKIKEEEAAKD
bovine MsrA act: activators of bovine methionine sulfoxide reductase A. purified bovine MsrA, absorbance read-out. activation, % at 10.6 µM. 360,000 tested, 0.3% active. AID 602163; in the data active = activation above about 7.5%;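 also: 0% = vehicle and 100% = reference activator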
Scp1 inh: inhibitors of human Scp-1 phosphatase | Q9GZU7 | Recombinant Scp1, phosphopeptide, malachite green phosphate absorbance | 340,000 tested, 0.88% active | inhibition, % at 20 µM;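 active = inhibition above about 50% at 20 µM, limit read from the data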;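 also: plate controls were DMSO wells with enzyme for no effect and wells lacking enzyme for full effect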
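Assay system: SCP-1 catalytic fragment, aa 76-261 | Buffer or medium: Tris acetate buffer pH 5.5 with MgCl2 and Tween-20 | Compound: One concentration, 20 µM, with 1.0% DMSO | Also added: Phospho 17-mer peptide substrate | Signal: Absorbance at 630 nm | Incubation: 45 min enzyme reaction at room temperature | Measure: % inhibition of SCP-1 phosphate liberation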
MsrA inh: inhibitors of bovine MsrA | purified bovine MsrA, absorbance read-out | inhibition, % at 15.5 µM | 360,000 tested, 0.75% active | AID 651718; in the data active = inhibition above about 4.5%;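 also: 0% = vehicle wells with enzyme and 100% = reference inhibitor wells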
eLon inh: inhibitors of E. coli Lon protease. purified E. coli Lon protease, fluorescence polarization. 360,000 tested, 0.42% active. AID 602123. inhibition, % at 7.94 µM. P0A9M0; in the data active = inhibition above about 13%, passing the limit was not always enough;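 also: 0% = enzyme with probe and DMSO and 100% = no enzyme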
Tb MetRS inh: blocks T. brucei methionyl-tRNA synthetase activity; purified T. brucei MetRS, ATP depletion, Kinase-Glo luminescence; AID 624268; inhibition, % at 11.9 µM; 360,000 tested, 0.4% active;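 active = inhibition above a per-plate cutoff of the control wells' mean inhibition plus 3 SD, cut at about 5.5% in these data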;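 also: 0% = DMSO wells median and 100% = median of wells with control inhibitor compound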
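Assay system: T. brucei methionyl-tRNA synthetase, purified | Medium: HEPES buffer with MgCl2, KCl, DTT, spermine, BSA, pyrophosphatase | Compound: 11.9 µM single point | Incubation: 15 min enzyme-compound preincubation, 2 h reaction, 10 min detection, 25 °C | Measured by: Kinase-Glo luciferase luminescence reporting remaining unconsumed ATP | Measure: % inhibition normalized to control-well medians | Replication: Singlicate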
NRP1-CendR mod: NRP-1/CendR interaction modulation; AID 602438; inhibition, % at 25 µM; 360,000 tested, 0.85% active; FAM-RPARPAR peptide binding to NRP-1, fluorescence polarization;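 active = inhibition or corrected inhibition above about 18%, plus a signal ratio from 0.5 to 1.5, limit read from the data, passing the limit was not always enough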; also: strong numbers were not always called active
STEP inh: inhibitors of human striatal-enriched phosphatase STEP; AID 588621; 360,000 tested, 0.25% active; inhibition, % at 20 µM; recombinant STEP, OMFP fluorogenic substrate, fluorescence;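 active = inhibition at 20 µM, scaled per plate between control wells, above about 37%, limit read from the data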;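 also: 0% = DMSO with enzyme and substrate and 100% = substrate only without enzyme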
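Measure: Control-normalized % inhibition with plate pattern correction | Test system: STEP phosphatase, cell-free reaction | Medium: pH 6.0 Bis-Tris with DTT and Tween 20 | Technique: Fluorescence, 480/540 nm | Times: Reaction 20 min, ambient temperature | Doses: Single compound dose of 20 µM, 1% DMSO final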
LMPTP inh: LMPTP (human) inhibition; P24666; recombinant LMPTP-A, OMFP fluorogenic substrate, fluorescence intensity; inhibition, % at 20 µM; 360,000 tested, 0.22% active;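 active = compounds that cut the enzyme signal by at least half of the control window in the single-dose screen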;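 also: plate controls were DMSO wells with enzyme plus substrate for no effect and substrate without enzyme for full effect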
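Test system: LMPTP-A, protein tyrosine phosphatase of low molecular weight; Input: 0.625 nM enzyme; Incubation: 50 min dark incubation at room temperature; Signal: endpoint fluorescence intensity from OMFP dephosphorylation; Read-out basis: % inhibition versus control wells.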
SUMO1 PPI mod: SUMO1-SIM interaction modulation | P63165 | inhibition, % at 20 µM | AID 602429 | 360,000 tested, 0.33% active | SUMO1 binding to a labelled peptide, TR-FRET, 1 h; in the data active = inhibition above about 37%
Active calls of the source: *.

COc1ccc(C)cc1NC(=O)C(c1ccccc1)N1CCN(CC(=O)N2CCOCC2)CC1 (centres undefined) was read as DNMT1 block 2, bovine MsrA act 0, Scp1 inh -7, MsrA inh -1.7, eLon inh 2, Tb MetRS inh -0.4, NRP1-CendR mod -2, STEP inh 2, LMPTP inh 0.8 and SUMO1 PPI mod 2.
Cc1ccc(C)n1NC(=O)c1ccccc1 was read as DNMT1 block -4, bovine MsrA act -3, Scp1 inh 0, MsrA inh -0.4, eLon inh -3, Tb MetRS inh 0.2, NRP1-CendR mod 9, STEP inh -2, LMPTP inh -2.5 and SUMO1 PPI mod -6.
Screening CCC1(CC)NC(=O)N(CC(=O)OCC(=O)Nc2ncc(Cl)cc2Cl)C1=O returned DNMT1 block -1, bovine MsrA act -2, Scp1 inh 13, MsrA inh 0.3, eLon inh -2, Tb MetRS inh -0.1, NRP1-CendR mod -15, STEP inh -2, LMPTP inh -1.1 and SUMO1 PPI mod 7.
For CCc1cc(C(=O)NC2CCCc3c2cnn3-c2ccc(F)cc2F)no1 (centres undefined) the results were DNMT1 block 3, bovine MsrA act 0, MsrA inh 0.8, eLon inh 5, Tb MetRS inh 0.1, NRP1-CendR mod -7, STEP inh 0, LMPTP inh -1.4 and SUMO1 PPI mod 3.
COC(=O)c1ccc(S(=O)(=O)NCc2ccccc2)n1C was read as DNMT1 block 0, bovine MsrA act -3, Scp1 inh 0, MsrA inh 1.9, eLon inh -6, Tb MetRS inh -0.3, NRP1-CendR mod 10, STEP inh -2, LMPTP inh 0.7 and SUMO1 PPI mod 1.
For NS(=O)(=O)c1ccc(CCNC(=O)c2ccc3c(c2)OCO3)cc1 the results were DNMT1 block 1, bovine MsrA act -1, Scp1 inh -4, MsrA inh -0.4, eLon inh 4, Tb MetRS inh 0.1, NRP1-CendR mod 3, STEP inh 0, LMPTP inh -1.6 and SUMO1 PPI mod 5.
c1ccc(C[n+]2cccc(-c3ccccc3)c2)cc1 was read as DNMT1 block 7, bovine MsrA act -3, Scp1 inh -7, MsrA inh -0.7, eLon inh -6, Tb MetRS inh 0.6, NRP1-CendR mod 1, STEP inh 0, LMPTP inh 0.9 and SUMO1 PPI mod 3.
COc1cccc(NC(=O)COc2cccc(-n3cnnn3)c2)c1 was read as DNMT1 block -2, bovine MsrA act -3, Scp1 inh -3, MsrA inh 0.1, eLon inh -11, Tb MetRS inh 0.4, NRP1-CendR mod 13, STEP inh -4, LMPTP inh 0.3 and SUMO1 PPI mod -1.
Screening O=C(OCCOCCN=C1NS(=O)(=O)c2ccccc21)c1ccc(F)cc1 returned DNMT1 block -1, bovine MsrA act -10, Scp1 inh 1, MsrA inh -0.4, eLon inh -1, Tb MetRS inh 0.3, NRP1-CendR mod 2, STEP inh -2, LMPTP inh 0.1 and SUMO1 PPI mod 4.
`CC1=CC(=O)C(C(C)C)=C/C1=N/OS(=O)(=O)c1ccccc1` gave DNMT1 block 13, bovine MsrA act -9, Scp1 inh -5, MsrA inh 0.7, eLon inh 9, Tb MetRS inh -1.0, NRP1-CendR mod 7, STEP inh 3, LMPTP inh 0.4 and SUMO1 PPI mod -25.
Screening N#CCCN(CCCN1CCOCC1)CN1C(=O)c2ccccc2C1=O returned DNMT1 block 2, bovine MsrA act -1, MsrA inh -0.4, eLon inh -5, Tb MetRS inh -0.1, NRP1-CendR mod 1, STEP inh 1, LMPTP inh -8.4 and SUMO1 PPI mod -5.
For CCOc1ccc(OCCC(=O)NNC(=O)c2ccccc2Cl)cc1 the results were DNMT1 block 11, bovine MsrA act 0, Scp1 inh 30, MsrA inh -1.1, eLon inh -1, Tb MetRS inh -0.3, NRP1-CendR mod 11, STEP inh 4, LMPTP inh 4.0 and SUMO1 PPI mod 2.
For Cc1ccccc1-c1nc(Cc2ccc(Cl)cc2)no1 the results were DNMT1 block -3, bovine MsrA act -2, Scp1 inh -8, MsrA inh 0.8, eLon inh -3, Tb MetRS inh -0.5, NRP1-CendR mod -2, STEP inh 0, LMPTP inh 1.1 and SUMO1 PPI mod 0.
For CCN(CC)S(=O)(=O)N1CCC(C(=O)NC(C)CCc2ccccc2)CC1 (centres undefined) the results were DNMT1 block 24, bovine MsrA act -7, Scp1 inh 0, MsrA inh 0.8, eLon inh -2, Tb MetRS inh -0.5, NRP1-CendR mod -4, STEP inh -4, LMPTP inh -0.6 and SUMO1 PPI mod 0.
Screening O=C(CCc1c[nH]c2ccccc12)NCC1CCCO1 (centres undefined) returned DNMT1 block 2, bovine MsrA act 5, Scp1 inh -5, MsrA inh -0.3, eLon inh -3, Tb MetRS inh -0.6, NRP1-CendR mod 12, STEP inh 2, LMPTP inh -1.1 and SUMO1 PPI mod 0.
`CC1CCc2sc(C(=O)NNC(=O)c3ccncc3)cc2C1` (centres undefined) gave DNMT1 block 1, bovine MsrA act -3, Scp1 inh -4, MsrA inh 1.0, eLon inh -2, Tb MetRS inh -0.4, NRP1-CendR mod 10, STEP inh 0, LMPTP inh -0.2 and SUMO1 PPI mod 0.
Cc1nc(SCC(=O)N2CCOCC2)c2c3c(sc2n1)CCC3 was read as DNMT1 block -2, bovine MsrA act 0, Scp1 inh -7, MsrA inh 0.1, eLon inh 1, Tb MetRS inh -0.1, NRP1-CendR mod 2, STEP inh 1, LMPTP inh 2.2 and SUMO1 PPI mod 2.
`COc1cccc(NC(=O)CCCN2C(=O)C3CC=CCC3C2=O)c1` (centres undefined) gave DNMT1 block -1, bovine MsrA act -5, Scp1 inh -8, MsrA inh 0.1, eLon inh -9, Tb MetRS inh -0.5, NRP1-CendR mod 2, STEP inh -2, LMPTP inh -2.5 and SUMO1 PPI mod 0.
Oc1ccc(-c2csc(Nc3ccccn3)n2)cc1 was read as DNMT1 block -7, bovine MsrA act -2, Scp1 inh -5, MsrA inh 2.2, eLon inh 8, Tb MetRS inh 0.4, NRP1-CendR mod 1, STEP inh -1, LMPTP inh 1.1 and SUMO1 PPI mod -4.
For Cc1ccc(C2CC(c3cccc(C)c3)n3nc(N)nc3N2)cc1 (centres undefined) the results were DNMT1 block 0, bovine MsrA act 1, Scp1 inh -4, MsrA inh 1.4, eLon inh 13, Tb MetRS inh 0.2, NRP1-CendR mod 5, STEP inh -1, LMPTP inh -0.1 and SUMO1 PPI mod 6.
`CN1CCN(c2ccc(S(=O)(=O)N3CCCCC3)cc2NC(=O)c2ccc3ccccc3c2)CC1` gave DNMT1 block -10, bovine MsrA act -1, Scp1 inh 6, MsrA inh -0.7, eLon inh -8, Tb MetRS inh -1.1, NRP1-CendR mod -3, STEP inh 4, LMPTP inh -0.8 and SUMO1 PPI mod -7.
For CCOc1cc(CNn2c(C)nnc2SCC(=O)NC(C)(C)C)ccc1OCC(=O)NC(C)(C)C the results were DNMT1 block 1, bovine MsrA act 0, Scp1 inh -3, MsrA inh 1.1, eLon inh 11, Tb MetRS inh 0.5, NRP1-CendR mod 6, STEP inh -1, LMPTP inh 0.8 and SUMO1 PPI mod -6.
Screening COC(=O)C1=C(C)NC(=O)C1(NC(=O)c1ccncc1)C(F)(F)F (centres undefined) returned DNMT1 block 0, bovine MsrA act -2, Scp1 inh -5, MsrA inh 0.8, eLon inh -2, Tb MetRS inh 0.0, NRP1-CendR mod 11, STEP inh 2, LMPTP inh -1.6 and SUMO1 PPI mod -1.
For CC(C)(C)C(=O)Nc1cccc(S(=O)(=O)NC2=NCCC2)c1 the results were DNMT1 block 4, bovine MsrA act -6, Scp1 inh -4, MsrA inh -0.8, eLon inh 3, Tb MetRS inh -0.5, NRP1-CendR mod -6, STEP inh 0, LMPTP inh -1.6 and SUMO1 PPI mod -4.
For COc1cccc(/C=N\NC(=O)C2=NNC(=O)C2C)c1O (centres undefined) the results were DNMT1 block 5, bovine MsrA act 1, Scp1 inh -8, MsrA inh 2.6, eLon inh -12, Tb MetRS inh -3.2, NRP1-CendR mod 15, STEP inh -1, LMPTP inh -1.3 and SUMO1 PPI mod -3.
Cc1cc(=O)n2c(sc3ccccc32)c1C#N was read as DNMT1 block 9, bovine MsrA act -8, Scp1 inh 7, MsrA inh 0.5, eLon inh 3, Tb MetRS inh 0.3, NRP1-CendR mod -3, STEP inh 1, LMPTP inh 0.0 and SUMO1 PPI mod 16.
Screening COc1ccccc1N1CCN(/N=C/c2cccc(Cl)c2)CC1 returned DNMT1 block -2, bovine MsrA act -4, Scp1 inh -4, MsrA inh -0.1, eLon inh 1, Tb MetRS inh -1.1, NRP1-CendR mod 9, STEP inh 1, LMPTP inh 2.8 and SUMO1 PPI mod 0.
Nc1ccc(N2CCOCC2)cc1C(F)(F)F was read as DNMT1 block -3, bovine MsrA act -3, Scp1 inh -2, MsrA inh -0.7, eLon inh 4, Tb MetRS inh -0.1, NRP1-CendR mod 6, STEP inh 1, LMPTP inh -1.5 and SUMO1 PPI mod 2.
`O=C(COC(=O)c1cc(S(=O)(=O)N2CCCCC2)ccc1Cl)NCc1ccco1` gave DNMT1 block 1, bovine MsrA act -2, Scp1 inh -5, MsrA inh 1.0, eLon inh -3, Tb MetRS inh -1.2, NRP1-CendR mod 8, STEP inh -1, LMPTP inh 0.8 and SUMO1 PPI mod 3.

4 consecutive compounds already listed, quoted:
Cc1cc(=O)n2c(sc3ccccc32)c1C#N was read as DNMT1 block 9, bovine MsrA act -8, Scp1 inh 7, MsrA inh 0.5, eLon inh 3, Tb MetRS inh 0.3, NRP1-CendR mod -3, STEP inh 1, LMPTP inh 0.0 and SUMO1 PPI mod 16.
Screening COc1ccccc1N1CCN(/N=C/c2cccc(Cl)c2)CC1 returned DNMT1 block -2, bovine MsrA act -4, Scp1 inh -4, MsrA inh -0.1, eLon inh 1, Tb MetRS inh -1.1, NRP1-CendR mod 9, STEP inh 1, LMPTP inh 2.8 and SUMO1 PPI mod 0.
Nc1ccc(N2CCOCC2)cc1C(F)(F)F was read as DNMT1 block -3, bovine MsrA act -3, Scp1 inh -2, MsrA inh -0.7, eLon inh 4, Tb MetRS inh -0.1, NRP1-CendR mod 6, STEP inh 1, LMPTP inh -1.5 and SUMO1 PPI mod 2.
`O=C(COC(=O)c1cc(S(=O)(=O)N2CCCCC2)ccc1Cl)NCc1ccco1` gave DNMT1 block 1, bovine MsrA act -2, Scp1 inh -5, MsrA inh 1.0, eLon inh -3, Tb MetRS inh -1.2, NRP1-CendR mod 8, STEP inh -1, LMPTP inh 0.8 and SUMO1 PPI mod 3.

No enrichment for hits (roughly 4.3% active in at least one column).
